TAG inh = inhibitors of triacylglycerol accumulation, primary screen, cell-based, uHTS, fluorescence, H9c2; inhibition, % at 12.5 µM; H9c2 cells, Nile Red lipid (TAG) fluorescence; cells loaded with 200 µM oleic acid; 230,000 tested, 0.66% active;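 active = pattern-corrected inhibition of lipid staining of at least 50% with the nuclear-stain viability signal not falling by more than 50%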;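 note: 0% = DMSO wells and 100% = triacsin C control wells; some results filed as inactive read as strong as hits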
TAG inh DAPI viability = second read-out of TAG inh, no call of its own (marks repeat the call); DAPI nuclei signal change (viability), lower = more cytotoxic, %;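 whole-well DAPI fluorescence read on a plate reader as a viability signal; minus 50 percent equals half of cells still viable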
An asterisk follows results filed as active; & = joins results of further samples. Only part of the results is shown; the hit share may differ from the screen's.

Values in the order: TAG inh | TAG inh DAPI viability
O=C(Nc1ccccc1Cl)c1cc(C2CCCN(C(=O)c3cccc(O)c3)C2)on1 (configuration not stated)
  12 | 3
Oc1cccc2c3c(oc12)CCCC3
  8 | -3
Cn1cnnc1SCC(=O)Nc1ccc(Cl)c(S(=O)(=O)N2CCOCC2)c1
  -2 | 2
CN1CCN(C(=O)c2ccc(-c3ccc(F)c(F)c3)c3ccoc23)CC1
  5 | -7
Oc1cccc(C(Nc2nccs2)c2ccc3cccnc3c2O)c1 (configuration not stated)
  44 | -20
CCOC(=O)c1[nH]c2ccc(Br)cc2c1NC(=O)CCN1CCC(C)CC1
  12 | 1
O=C(NCCc1ccc(Cl)cc1)c1cnc2n(c1=O)CCS2
  -8 | 5
COc1ccccc1-n1c(=O)c(C#N)c(-c2ccc([N+](=O)[O-])cc2)c2cc(C(=O)c3ccccc3O)cnc21
  17 | -5
CCC(C)Sc1nc2c(c(=O)[nH]c(=O)n2C)n1Cc1ccccc1Cl (configuration not stated)
  -3 | 1
Cc1sc2ncnc(N3CCC(C(=O)Nc4ccc(F)cc4Cl)CC3)c2c1C
  -2 | 6
O=C(COC(=O)CNC(=O)c1ccccc1)Nc1ccc(Cl)cn1
  10 | 0
O=C(c1ccccc1NS(=O)(=O)c1ccc([N+](=O)[O-])cc1[N+](=O)[O-])N1O[C@@H]2C=C[C@H]1C2
  9 | 11
O=C(Nc1ccc(F)cc1Cl)C1CCN(C(=O)Nc2ccccc2)CC1
  10 | 1
CCCCCn1c(=O)[nH]c2cc(C(=O)NCc3ccco3)ccc2c1=O
  14 | -1
Cc1onc(-c2ccccc2)c1C(=O)Nc1ccc(S(=O)(=O)Nc2nccs2)cc1
  5 | -1
COC(=O)C(NC(=O)C(C)NC(=O)OCc1ccccc1)C(C)C (configuration not stated)
  1 | -3
C[C@H]1CN([C@@H](C)CO)S(=O)(=O)c2ccc(C#Cc3ccccn3)cc2O[C@H]1CN(C)Cc1ccc(F)cc1
  0 | 6
COc1cc(CNCc2ccccc2Cl)ccc1OCC(=O)NC1CCCCC1
  -24 | -6
Cc1nnc(SCC(=O)N(C)c2c(N)n(Cc3ccccc3)c(=O)[nH]c2=O)n1Cc1ccccc1
  7 | 2
NC(=O)C1=C[C@@H](c2ccc(Br)cc2)C[C@@H](OCCCCO)O1
  -6 | -5
O=C(O)CCC(=O)N1CCN(c2ncccc2C(F)(F)F)CC1
  -1 | 2
Nc1ccc(SC(F)(F)F)cc1C(=O)c1ccccc1
  3 | -1
COC(=O)C[C@H]1C[C@@H]2c3cc(NC(=O)NC4CCCC4)ccc3O[C@@H]2[C@@H](CO)O1
  -7 | 5
COc1ccc(NC(=O)CC2CC3CCC2C3)cn1 (configuration not stated)
  -6 | -10
Nc1nnc(SCC(=O)OCC(=O)c2ccccc2Br)s1
  20 | -7
Cc1ccc(SC(C)C(=O)Nc2cccnc2)cc1 (configuration not stated)
  -11 | 5
CN1C[C@@H]2[C@@H]3C(=O)N(C)C(=O)[C@@H]3[C@](C)(C1=O)N2C(=O)c1ccc(C(F)(F)F)cc1
  12 | 4
CCOc1ccc(Cl)cc1-c1cc(C(=O)NCc2cccc(C(F)(F)F)c2)[nH]n1
  -13 | 15
CN1C(c2ccc(F)cc2)=CS/C1=C(/C#N)c1nnc(N2CCOCC2)n1-c1ccccc1
  5 | 2
COc1cccc(-c2nnn(CCc3nn[nH]n3)n2)c1
  14 | -9
O=C(Cn1c(=O)n(-c2ccccc2)c(=O)n1CC(=O)N1CCCCC1)N1CCCCC1
  6 | -4
COc1ccc(/C=C/C(=O)c2cc(F)ccc2OC(=O)c2ccccc2OC)cc1OC
  56* | -41*
O=C(NCc1cccs1)C1Cc2c(-c3ccc(Cl)cc3)ccnc2O1 (configuration not stated)
  41 | -39
CCOc1ccc(C2Nc3ccccc3NC3=C2C(=O)CC(C)(C)C3)cc1OC (configuration not stated)
  0 | 6
CNS(=O)(=O)c1cccc(C(=O)OCC(=O)Nc2ccccc2OC(F)F)c1
  -27 | 8
O=C(O)/C=C/c1ccc2c(c1)OCCO2
  2 | 1
Cc1ccc(C(=O)N2CCN(c3ncnc4c(C)csc34)CC2)cc1
  13 | -8
CCOC(=O)C1(Cc2ccc(OC)cc2)CCN(C(=O)CCn2ccc(C)n2)CC1
  -4 | -3
COCCOc1cc(NC(=O)c2sccc2Oc2ccc([N+](=O)[O-])cc2F)c(Cl)cc1Cl
  -4 | -1
C=CCCC(=O)N1C[C@H]2CON(C)[C@H]2C[C@H]1c1cccc(Nc2ccccc2)c1
  -6 | -4
Cc1ccc(S(=O)(=O)N2CCN(C(=O)CN3CCOCC3)C2c2ccccc2)cc1 (configuration not stated)
  16 | -7
CN(CC(=O)Nc1ccc(Cl)c(C(F)(F)F)c1)C(=O)COC(=O)C1CC2CCCC(C1)C2=O (configuration not stated)
  -11 | -8
O=C(Nc1ccc(N2CCCC2)cc1)C(c1ccccc1)c1ccccc1
  0 | -2
COc1ccc(-n2c(SCC(=O)Nc3cc(C)on3)nc3c([nH]c4ccccc43)c2=O)cc1
  -9 | -1
c1ccc(-c2cnnc3ccccc23)cc1
  -2 | -8
COc1ccc(OC)c(S(=O)(=O)N2CCC(C(=O)Nc3cccc(C(F)(F)F)c3)CC2)c1
  5 | -6
Cc1cc(F)ccc1S(=O)(=O)Nc1c(C)n(C)n(-c2ccccc2)c1=O
  9 | -12
COCc1cc(CN2CCCC(C(=O)Nc3ccc(-c4ccco4)cc3)C2)ccc1OC (configuration not stated)
  -11 | 9
Cc1cc(F)ccc1NC(=O)c1cc(S(=O)(=O)N2CCc3ccccc32)cn1C
  -21 | -1
COc1cccc(C(=O)NCC2(c3ccccc3)CCCC2)c1OC
  -35 | 1
CN(C(=O)COC(=O)c1ccccc1OCc1ccc(F)cc1)C1CCS(=O)(=O)C1 (configuration not stated)
  -18 | -1
CCOC(=O)Nc1ccc2c(c1)N(C(=O)OCCN(C)C)c1ccccc1CC2
  3&16 | -8&-4
CCOc1ccc(N(CC(=O)OC)S(=O)(=O)c2ccc3c(c2)n(C)c(=O)c(=O)n3C)cc1
  0 | -7
NC(=O)Cc1cn(-c2ncc(C(F)(F)F)cc2Cl)c2ccccc12
  -4 | 5
CCN(CC)CC#CCC(O)(c1ccccc1)c1ccccc1
  1 | 13
COc1ccc(/C=N/Nc2nnc(Cc3ccc(OC)c(OC)c3)c(=O)[nH]2)cc1OC
  2 | 11
COc1cc(C2NC(=O)C(C#N)=C(S)N2c2ccc(C)cc2)ccc1OC(C)C (configuration not stated)
  -7 | 3
CCOC(=O)Nc1ccc2c(c1)N(C(=O)CCN1CCOCC1)c1ccccc1S2=O (configuration not stated)
  -18 | 8
Cc1ccc(Cl)cc1N1CCN(C(=O)CNC(=O)c2ccc(Br)o2)CC1
  -11 | -4
C/C(=N\Nc1ccc2nncn2n1)c1ccco1
  9 | -3

Quoted at random: 6 records from the list
Values in the order: TAG inh | TAG inh DAPI viability
Cc1cc(F)ccc1S(=O)(=O)Nc1c(C)n(C)n(-c2ccccc2)c1=O
  9 | -12
Cc1ccc(Cl)cc1N1CCN(C(=O)CNC(=O)c2ccc(Br)o2)CC1
  -11 | -4
NC(=O)Cc1cn(-c2ncc(C(F)(F)F)cc2Cl)c2ccccc12
  -4 | 5
CCOC(=O)Nc1ccc2c(c1)N(C(=O)OCCN(C)C)c1ccccc1CC2
  3&16 | -8&-4
CN(C(=O)COC(=O)c1ccccc1OCc1ccc(F)cc1)C1CCS(=O)(=O)C1 (configuration not stated)
  -18 | -1
Cc1cc(F)ccc1NC(=O)c1cc(S(=O)(=O)N2CCc3ccccc32)cn1C
  -21 | -1

(list continues)
Values in the order: TAG inh | TAG inh DAPI viability
Cc1ccc(S(=O)(=O)N(C)c2ccc(OCC(=O)Nc3nnc(C4CC4)s3)cc2)cc1
  -4 | 9
COC(=O)C1CCN(C(=O)CSc2nnc(-c3ccccc3)o2)CC1
  17 | -9
O=C(CSc1nccn1-c1ccc(Cl)cc1)N1CCCc2ccccc21
  -12 | 2
COc1cccc(CN(C)CC(=O)Nc2cc(S(=O)(=O)N3CCCC3)ccc2Cl)c1OC
  -31 | -6
CCn1c(C)nnc1SCC(=O)NC1CCCCCC1
  -2 | 5
Cc1c(NC(=O)COC(=O)c2cccc(F)c2)c(=O)n(-c2ccccc2)n1C
  4 | -5
S=C(NCc1ccc(Cl)cc1)Nc1ccncc1
  -31 | 6
Cc1ccc(NC(=O)CNC(=O)CC23CC4CC(CC(C4)C2)C3)c(O)c1
  24 | -3
CN1CCN(c2ccc(NC(=O)c3cc(Cl)c4c(c3)OCCO4)cc2)CC1
  0 | 9
N#Cc1c(N)nc(Sc2ccc(Cl)cc2)c(C#N)c1-c1ccccc1Cl
  11 | -3
c1ccc(CCn2nnnc2CN2CCCc3ccccc32)cc1
  -34 | -3
CCOc1cc(S(=O)(=O)NCc2cccs2)ccc1Cl
  -1 | 3
O=C1CCc2cc(S(=O)(=O)Nc3cccc(F)c3)cc3c2N1CC3
  -10 | 0
COc1cc([N+](=O)[O-])c(C)cc1NC(=O)c1ccc(OC)c(OC)c1
  -4 | -4
COc1cc(C(=O)OCC(=O)NCC2CCCCC2)ccc1OCC(C)C
  10 | 3
O=C(COC(=O)c1ccccn1)Nc1cccc(Cl)c1Cl
  11 | -12
CCOC(=O)c1ccc(Nc2cc(C)nc(N3CCOCC3)n2)cc1
  29 | 3
CCN(CC)c1ccc(-c2sc(Nc3ccccc3)n[n+]2-c2ccc(F)cc2)cc1
  -24 | 5
COCCCNc1ccn2nc(-c3cccc(Cl)c3)cc2n1
  20 | 8
O=C(O)C[C@H]1c2cc(F)ccc2S(=O)(=O)N1Cc1ccccc1
  12 | -1
c1ccc(C2=NN(c3ccccc3)CC2)cc1
  -6 | 89
COc1ccc(S(=O)(=O)N2CCN(C(=O)c3cc(C4CC4)nn3-c3ccccc3)CC2)cc1OC
  2 | -4
O=C(COc1ccc2ccccc2c1)NCCn1ccc2ccccc21
  -4 | -1
COC(=O)c1c(C)nn(-c2ccccc2)c1N
  4 | -6
Cc1ccc2[nH]c(=O)c(CN(CC3COCCO3)C(=O)Nc3ccccc3F)cc2c1 (configuration not stated)
  -5 | 13
CC(=O)Nc1ccc(NC(=O)C(C)OC(=O)CN(C)S(=O)(=O)c2ccc(Cl)cc2)cc1 (configuration not stated)
  6 | -5
CC1CCN(C(=S)SCc2nc(N)nc(Nc3ccccc3)n2)CC1
  1 | -2
COC(=O)C1=C(C)N=C2SC(C)C(=O)N2C1c1cccs1 (configuration not stated)
  5 | 3
O=C(NCCc1c[nH]c2ccccc12)c1ccc(-n2cnnn2)cc1
  10 | -1
OCCC1CN(Cc2ccccc2-c2ccco2)CCN1Cc1ccsc1 (configuration not stated)
  -3 | 1
Cc1cccc(CCNS(=O)(=O)c2cc3c(cc2C)NC(=O)CO3)c1
  4 | 4
c1c(C2CCCCC2)n[nH]c1CN1CCCCC1
  3 | -10
COCCNC(=O)CCc1c(C)nc2nc(-c3cc(OC)cc(OC)c3)nn2c1C
  11 | 0
CCC(=O)N1c2ccccc2NC2=C(C(=O)CCC2)C1c1cccnc1 (configuration not stated)
  9 | -2
COc1cc(C2C3C(=O)N(c4ccccc4)C(=O)C3ON2c2ccccc2)ccc1O (configuration not stated)
  1 | 10
COc1ccc(-c2sc3ccccc3c2C#CCCO)cc1
  -6 | 21
COc1cccc(OC)c1OCc1cc(C2C3CCCC=C3C(C#N)=C(N)C2(C#N)C#N)c(C)cc1C (configuration not stated)
  -9 | 0
Clc1cccc(Cl)c1CSc1nnc(CN2CCOCC2)n1-c1ccccc1
  -1 | -3
Cc1cc(CCNC=O)c(C)c2c1sc1ccccc12
  9 | -2
CC1(C)CC(CC(=O)O)(c2ccc(F)cc2)CCO1 (configuration not stated)
  5 | -9
CCOC(=O)c1c(N)sc(C(O)(C(F)(F)F)C(F)(F)F)c1-c1ccccc1
  17 | -6
Cc1cccc(NC(=S)N(CCN(C)C)Cc2cccs2)c1
  -1 | 5
N#Cc1c(-c2ccccc2)c(-c2ccccc2)n(Cc2ccco2)c1NC(=O)c1cccs1
  3 | 3
CN(C)c1oc(-c2ccccc2Cl)nc1P(=O)(c1ccccc1)c1ccccc1
  8 | -2
CC(C)[C@H](NC(=O)c1ccccc1F)C(=O)NC1CCCCCCC1
  30 | -8
O=C1C2C3C=CC([C@@H]2C(=O)N1Cc1cccnc1)C31CC1 (some centres not stated)
  -7 | 2
O=C(Cc1cccc(NC(=O)C2CCN(C(=O)CCc3ccccc3)CC2)c1)Nc1cccc(C(=O)N2CCCCC2)c1
  17 | 20
Cc1nnc(SC(C(=O)Nc2ccc(Cl)c([N+](=O)[O-])c2)c2ccccc2)[nH]c1=O (configuration not stated)
  -4 | 0
O=C(COc1ccc(Cl)cc1)Nc1ccc(Cc2ccncc2)cc1
  -24 | 5
CC(C)(C)C1CCC(=NNS(=O)(=O)c2ccc(Br)cc2)CC1 (configuration not stated)
  10 | -9
CCN(CC)S(=O)(=O)c1cc([N+](=O)[O-])ccc1N=Nc1c(O)[nH]c2ccccc12
  -21 | -12
CCOc1ccc(C(=O)CCC(=O)NC(C)C(=O)OC)cc1 (configuration not stated)
  7 | -32
O=C(NCCc1ccc(F)cc1)c1cccc2c1C(=O)c1ccc(N3CCC(Cc4ccccc4)CC3)cc1S2(=O)=O
  3 | -6
CCc1nc2ccc(C(=O)NCCCn3ccnc3)cn2c1N(C)Cc1cccs1
  -26 | 13
O=C1CC(c2c[nH]c3ccccc23)C(=O)N1c1ccccc1 (configuration not stated)
  -6 | 12
Cc1cccn2c(=O)nc(SCC(=O)NC3CCCCC3)nc12
  11 | 1
CN(CC(=O)NC1CC1)S(=O)(=O)c1cc(Cl)ccc1Cl
  6 | 3
CN(C)CCCNC(=O)/C(=C\c1ccc(-c2cccc([N+](=O)[O-])c2)o1)NC(=O)c1ccccc1
  13 | 7
O=C(COC(=O)CCCNC(=O)c1ccc(Cl)cc1)NC1CC1
  3 | 1
